C2C12 statin – suppressors of simvastatin-induced myotoxicity in C2C12 myotubes; 330,000 compounds, 0.78% hits; ATP luminescence, 48 h; scaled: DMSO 0, geranylgeraniol control 100; rescue of ATP level, % at 7.49 µM;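 active = mean ATP rescue above about 67%, or every replicate alone reaching that limit, limit read from the data, passing the limit was not always enough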;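 note: myotubes were challenged with 10 µM simvastatin during compound exposure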
esBAF inh – SWI/SNF esBAF complex inhibition; mouse ES cells, Bmi1-luciferase knock-in reporter, 24 h; 100% = twice the neutral-well signal; reporter increase, % at 12.5 µM; 350,000 compounds, 2% hits; AID 602393; in the data active = activation above about 40%;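 note: 0% = median of the plate's neutral control wells and 100% = double that signal; a rise in the Bmi1 reporter signal indicates esBAF inhibition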
Cneo AK release – Cryptococcus neoformans lysis via adenylate kinase release. C. neoformans lysis, adenylate kinase release luminescence, 4 h; normalised: neutral wells 0, clomiphene wells 100. lysis activity, % at 15 µM. 360,000 compounds, 0.2% hits. AID 651654;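 active = mean lysis activity across replicates of at least 80%, whatever share of replicates individually reach that level; inactive = mean lysis activity below 80%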
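Test system: log-phase Cryptococcus neoformans yeast cells; Quantity: yeast cell density of 5 × 10^6 cells/mL; Buffer or medium: YPD; Doses: single compound concentration per well; Timing: 4 h at 37 °C static, read 1 h later; Measured by: AK luminescence; Read-out basis: lysis from increased AK signal; Control set: Clomiphene as positive control.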
SIRT5 inh – sirtuin-5 (human) deacylase inhibition; 330,000 compounds, 1.1% hits; inhibition, % at 15 µM; Q9NXA8; Purified SirT5, succinyl-peptide AMC, trypsin-coupled fluorescence; in the data active = inhibition above about 15%
Target sequence (Q9NXA8 whole entry, looked up): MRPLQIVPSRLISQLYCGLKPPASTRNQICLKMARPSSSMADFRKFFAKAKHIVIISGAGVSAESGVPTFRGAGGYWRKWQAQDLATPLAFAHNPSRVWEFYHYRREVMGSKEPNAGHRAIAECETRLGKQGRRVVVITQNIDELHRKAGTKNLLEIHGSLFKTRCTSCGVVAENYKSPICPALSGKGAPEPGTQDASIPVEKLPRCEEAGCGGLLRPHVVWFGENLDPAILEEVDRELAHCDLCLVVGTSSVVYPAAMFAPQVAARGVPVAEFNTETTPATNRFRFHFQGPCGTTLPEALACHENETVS
miR-122 sensor – miR-122 inhibition in Huh7 cells; activation (reporter increase), % at 12.5 µM; Huh7 miR-122 Renilla luciferase sensor, 48 h; neutral wells = 0, positive control = 100; 340,000 compounds, 0.3% hits;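 active = mean replicate activation score at least 90 and every replicate individually at or above 90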;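 note: higher luciferase means less miR-122 activity so hits act as miR-122 inhibitors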
ERp5 block – inhibitors of human ERp5 | 350,000 compounds, 0.05% hits | Q15084 | inhibition, % at 9.99 µM | ERp5 insulin aggregation, absorbance 650 nm, 90 min;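 active = mean replicate inhibition above about 25%, with every replicate also reaching it, limit read from the data, passing the limit was not always enough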
Target sequence (Q15084 whole entry, looked up): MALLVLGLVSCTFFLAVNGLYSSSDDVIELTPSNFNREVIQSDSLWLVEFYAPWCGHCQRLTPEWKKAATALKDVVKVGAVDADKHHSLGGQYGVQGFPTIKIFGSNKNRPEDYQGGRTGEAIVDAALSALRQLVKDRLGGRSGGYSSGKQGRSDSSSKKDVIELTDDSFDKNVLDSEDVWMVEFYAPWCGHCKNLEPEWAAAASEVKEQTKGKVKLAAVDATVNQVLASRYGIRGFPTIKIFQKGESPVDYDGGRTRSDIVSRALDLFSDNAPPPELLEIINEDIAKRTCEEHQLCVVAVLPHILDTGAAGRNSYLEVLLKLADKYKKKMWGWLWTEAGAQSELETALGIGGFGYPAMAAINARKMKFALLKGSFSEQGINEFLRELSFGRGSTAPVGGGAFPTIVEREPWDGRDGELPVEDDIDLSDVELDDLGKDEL
ARNT-TACC3 inh – disrupts binding between human ARNT and TACC3. inhibition, % at 9.99 µM. AID 623870. 390,000 compounds, 0.66% hits. Q9Y6A5. AlphaScreen His-ARNT PAS-B/GST-TACC3 binding, luminescence; TACC3 fragment carries E629A point mutation;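 active = mean inhibition of replicates at least 50% and at least half of replicates each reaching 50%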;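 note: 0% = complete ARNT plus TACC3 wells and 100% = ARNT alone without TACC3; many hits fall short of the cut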
Starred values were filed as active, the others as inactive; / = no result given; [ ] = dose if it differs, or a comment. This is a random part of the collection; overall some 4% were active at least once.

SMILES | C2C12 statin | esBAF inh | Cneo AK release | SIRT5 inh | miR-122 sensor | ERp5 block | ARNT-TACC3 inh
CCOC(=O)c1cccc(C2=CC(=O)C[C@H](c3ccc(OC)c(OC)c3)C2)c1 | -2.8 | 4.5 | -3.6 | 2.0 | -10.9 | 6.6 | -0.3
Brc1ccc(CSc2ccc3nnc(-c4ccccn4)n3n2)cc1 | 9.6 | -5.6 | -2.9 | 0.8 | 1.7 | -1.6 | 29.2
CC(C)C12CN3CC(C(C)C)(CN(C1)C3c1ccco1)C2=O (stereo unspecified) | -1.3 | 0.2 | -0.1 | / | -4.1 | / | -4.2
Cc1cccc(Oc2nc(-c3ccccn3)nc3ccccc23)c1 | -4.7 | 26.4 | 19.8 | 3.9 | 3.9 | 0.9 | 64.7*
CCN1C(=O)N(CC)C2C1N(C(C)=O)C(=O)N2C(C)=O (stereo unspecified) | 2.5 | / | -0.7 | / | -1.1 | / | -1.9
CCOc1ccc(N(CC(=O)NC2CCCCC2)C(=O)CNC(=O)c2ccco2)cc1 | -9.4 | 0.8 | -2.3 | / | -3.0 | / | -7.0
Cc1ccc(S(=O)(=O)N2C[C@H]3[C@H]4C(=O)N(C)C(=O)[C@H]4CC(=O)[C@H]3[C@@H]2c2ccccc2Cl)cc1 | 7.2 | 0.2 | 21.3 | 1.4 | 1.7 | 0.7 | /
O=C(CN1C(=O)c2ccccc2C1=O)Nc1ccccc1C(=O)NC1CCCCC1 | 15.7 | -5.5 | -1.9 | / | 3.0 | / | -9.8
Cc1ccc(CC(=O)NCc2ccc(Cl)cc2)cc1 | -17.3 | -4.7 | / | / | 85.9 | / | 11.5
C/C=C/c1cnc2c(c1)C(=O)N([C@H](C)CO)C[C@H](C)[C@@H](CN(C)CC1CCOCC1)O2 | 18.0 | -6.7 | -1.2 | 7.4 | -3.9[16.7 µM] | 0.0 | -8.8
Cc1ccc(NC(=O)CN(C)CC(=O)Nc2ccc(N3CCOCC3)cc2)c(C)c1 | / | / | -5.9 | / | -5.8 | / | 1.3
Cn1c2c(c(=O)n(C)c1=O)C(c1cc3c(cc1Br)OCO3)CC(=O)N2 (stereo unspecified) | -4.4 | -8.9 | 0.2 | / | -5.1 | 6.2 | -0.1
O=C(NN1C(=O)C2C3CCC(O3)C2C1=O)c1ccc(Br)o1 (stereo unspecified) | 8.1 | -3.0 | 1.4 | -7.1 | -4.3 | 7.4 | 3.9
Cc1nc(N2CCOCC2)nc(N2CCCC2)c1[N+](=O)[O-] | / | / | 0.7 | / | -10.2 | / | -8.9
Cc1cccc(OCC(=O)Nc2cc(S(=O)(=O)N3CCOCC3)ccc2N2CCCC2)c1C | 16.9 | 2.7 | 1.0 | 4.4 | 1.7 | -1.3 | 2.3
Cc1ccc(C)c(NC2=C(Cl)C(=O)OC2OC(=O)c2ccco2)c1 (stereo unspecified) | 4.7 | -11.0 | -2.1 | 0.1 | -6.4 | -3.8 | -3.4
COCc1cc(C)nc(N2CCNCC2)c1C#N | / | / | -2.7 | / | -0.2 | / | -12.6
CC1CCCCC1NC(=O)NC(=O)COC(=O)c1ccc(OC(F)F)cc1 (stereo unspecified) | -4.2 | 1.6 | -8.5 | 0.6 | / | -3.8 | -2.0
CCC1CCCCN1C(=O)CCc1nnc(C2CCCCC2)o1 (stereo unspecified) | -2.5 | 14.7 | 1.1 | -0.8 | -8.5 | 1.8 | 0.4
COc1ccc(NC(=O)N(C)C[C@@H]2Oc3c(NC(=O)c4nc5ccccc5s4)cccc3C(=O)N([C@@H](C)CO)C[C@@H]2C)cc1 | / | -3.8 | -3.9 | 1.0 | 0.9[16.7 µM] | -3.2 | -0.7
O=C(O)CCCCCN1C(=O)C2CCCCC2C1=O (stereo unspecified) | -2.0 | -3.1 | -1.2 | / | -7.2 | / | -10.6
O=S(=O)(NNC(=S)Nc1ccc(S(=O)(=O)Nc2ncccn2)cc1)c1ccc(Br)cc1 | 1.4 | 2.5 | 3.8 | 0.2 | / | 5.1 | -9.4
Cc1ccc(-n2nnnc2Sc2ccc(S(=O)(=O)NCCN(C)C)cc2[N+](=O)[O-])cc1 | / | / | 4.2 | -3.5 | 8.7 | -9.1 | 18.4
CC=Cc1ccc2n(c1=O)C[C@H]1[C@H](CO)[C@@H](C(=O)N[C@H](C)c3ccccc3)[C@@H]2N1Cc1ccncc1 (mixture of isomers) | -4.9 | -4.1 | 62.3 | -13.8 | 2.1[16.7 µM] | 4.6 | 12.6
COc1ccc(CN2C(=O)C(CC(=O)NC3CCCC3)CC(C(=O)N3CCOCC3)=C2C)cc1 (stereo unspecified) | 6.0 | -0.3 | -7.1 | -3.9 | 5.2 | 1.6 | /
C[C@@H]1CN([C@H](C)CO)C(=O)c2cc(NC(=O)Nc3cccc4ccccc34)ccc2O[C@H]1CN(C)CC1CCCCC1 | 50.1 | -6.8 | 3.9 | 0.0 | -4.4[16.7 µM] | 0.6 | 12.8
Cc1cc(=O)[nH]c(-c2cccs2)n1 | / | / | / | 4.6 | / | -1.1 | -5.0
Cc1noc(C)c1NC(=O)Nc1cccc2c1O[C@@H](CN(C)Cc1ccncc1)[C@H](C)CN([C@H](C)CO)C2=O | -4.2 | -2.0 | 1.3 | 3.4 | 0.9[16.7 µM] | -0.5 | /
O=C(CN(c1ccccc1)S(=O)(=O)c1ccccc1)NCCSc1ccccn1 | 8.8 | -3.8 | / | -1.5 | / | -3.8 | 10.8
C[C@@H]1CN([C@@H](C)CO)C(=O)Cc2cc(NS(=O)(=O)c3cccs3)ccc2O[C@H]1CN(C)Cc1ccc2c(c1)OCO2 | -44.6 | -3.3 | -0.5 | 5.9 | 3.7[16.7 µM] | 2.8 | 4.3
Cc1nnc(NC(=O)c2cc3n(n2)C(C(F)(F)F)CC(C2CC2)N3)s1 (stereo unspecified) | 4.6 | 6.6 | 0.3 | / | -1.3 | / | -47.0
Cc1ccsc1C(=O)NNC(=O)CCN1CCN(c2ccccc2)CC1 | / | / | / | 18.8* | / | -2.7 | 17.2
COc1cccc(CN2CCNC(=O)C2CC(=O)NCCn2cccn2)c1OC (stereo unspecified) | / | / | / | 6.8 | / | -3.8 | -4.8
COc1ccc(CC(N)c2csc(Nc3nc(C)cnc3C)n2)cc1 (stereo unspecified) | -24.5 | -9.8 | 1.7 | / | -4.5 | -0.8 | /
C[C@@H]1CN([C@@H](C)CO)C(=O)Cc2cc(NS(=O)(=O)c3cn(C)cn3)ccc2O[C@H]1CN(C)Cc1ccc(C(=O)O)cc1 | -1.0 | 2.9 | -2.6 | -2.8 | 0.2[16.7 µM] | -3.0 | -1.8
CC(=O)c1cccc(NC(=O)N2CCC(c3ccc(C)cc3)C2)c1 (stereo unspecified) | -3.5 | 4.1 | -2.4 | -1.1 | -2.2 | -2.6 | -2.3
COCCN(CC(=O)Nc1cccc(C)c1C)C(=O)Cc1cccs1 | 8.9 | -7.0 | 6.6 | -1.9 | / | -1.4 | 1.7
Cc1ccc(SCc2ccc(C(=O)N3CCCCC3)cc2)cc1 | / | / | / | 0.0 | 0.2 | -31.7 | /
Cc1nn(Cc2ccccc2)c(C)c1NC(=O)c1ccc([N+](=O)[O-])cc1[N+](=O)[O-] | -1.5 | -6.8 | -0.1 | / | -7.7 | -1.0 | -1.7
CCCC[C@H]1COCCS(=O)(=O)N1Cc1ccc(F)cc1 | -6.1 | -7.8 | -0.1 | -1.9 | -2.8 | -5.5 | -32.4
O=C(CCNC(=O)c1ccc(Br)cc1)Nc1cc(Cl)ccc1-n1cncn1 | -8.7 | -5.2 | 0.8 | -3.3 | 8.3 | 5.5 | -3.1
CC(C)Cn1c(=S)[nH]c2cc(Cl)ccc21 | -2.9 | 5.7 | 45.8 | -4.7 | -4.3 | -2.0 | -4.1
CCOC(=O)C1=CN(Cc2cccc(Br)c2)S(=O)(=O)NC1C (stereo unspecified) | 4.9 | 1.1 | -1.8 | 4.9 | / | 0.7 | -1.9
Cc1ccccc1-c1nc(CN2CCC(C(=O)NC3CCN(Cc4ccccc4)CC3)CC2)c(C)o1 | -1.5 | -5.2 | 1.4 | -5.9 | 0.1 | 2.1 | -0.6
COc1ccc(NC(=O)Nc2ccc3c(c2)C(=O)N([C@@H](C)CO)C[C@H](C)[C@@H](CN(C)Cc2ccncc2)OCCCC[C@@H](C)O3)cc1 | / | 3.3 | -0.6 | -1.8 | 7.0[16.7 µM] | 2.2 | -4.2
CO[C@H]1CN(C)C(=O)c2cc(NC(=O)C3CCCCC3)ccc2OC[C@H](C)N(C)C[C@H]1C | -6.1 | 0.1 | 0.0 | -3.9 | -4.6[16.7 µM] | 4.6 | -16.9
O=C(CCN1C(=O)c2ccccc2C1=O)NCc1ccco1 | -2.9 | -5.7 | 3.2 | 0.7 | -1.0 | -5.4 | -27.5
Cc1cccc(CNc2ncnc3ccc(-c4ccccc4Cl)cc23)c1 | -25.1 | 1.7 | 2.3 | -16.8 | 0.3 | -10.4 | -3.3
CC1=N/C(=C\c2ccc3c(c2)OCO3)C(=O)N1c1ccc(C(=O)O)cc1 | / | / | 8.0 | / | -2.5 | / | 3.6
CCOC(=O)C1=C(C)NC(=O)NC1c1ccc(OC)c(Cl)c1 (stereo unspecified) | / | -2.7 | 5.8 | -6.1 | -1.0 | -2.2 | -0.4
O=C(Nc1nc(-c2ccc(-c3ccccc3)cc2)cs1)c1cnccn1 | / | / | / | -1.3 | / | -0.4 | 2.2
O=C(Nc1nnc(C2CC2)s1)c1cc2ccccc2o1 | -8.3 | 46.1* | -3.9 | 0.4 | 10.8 | -9.4 | -6.3
COC(=O)C(C)Oc1ccc(Cl)c(CN2OCC(C)(C)C2=O)c1 (stereo unspecified) | 3.5 | 7.0 | -2.0 | -3.5 | 9.8 | / | -1.0
Cc1nn(Cc2ccc(F)cc2)c(C)c1NC(=O)c1cnn2c1NC(c1ccccc1)CC2C(F)(F)F (stereo unspecified) | -14.6 | 7.5 | 0.6 | -5.3 | 2.3 | 5.8 | 2.1
CCCCSc1nnc(-c2ccccc2NC(C)=O)c(=O)[nH]1 | / | / | / | -2.7 | -2.2 | 7.3 | -9.2
O=[N+]([O-])c1ccc(O)c(/C=N/n2c(CO)nc3ccccc32)c1 | -10.0 | -4.0 | -5.7 | 12.0 | -3.2 | 2.3 | -3.6
CCCCN(C(=O)C(C)Oc1ccc(Br)cc1)c1c(N)n(CC(C)C)c(=O)[nH]c1=O (stereo unspecified) | -1.5 | 7.2 | 0.0 | -2.4 | 2.0 | -1.2 | /
O=CN1CCN(C(=S)Nc2ccc(OC(F)F)cc2)CC1 | / | / | -0.8 | 0.4 | 31.7 | 5.2 | /
CCC(=O)c1ccc(OCC(=O)Nc2ccccc2C(=O)N2CCCCC2)cc1 | -1.9 | 2.1 | 0.9 | -2.2 | 0.6 | -7.7 | -0.5

Screening results (PubChem BioAssay)
